# Source: PubChem BioAssay
# KCNH2 WT inh: KCNH2 (human, wildtype) channel inhibition. U2OS, BacMam KCNH2, thallium flux FluxOr; hits give low values. activity change, % at 1.84 µM. hit rate 0.37% among 340,000. AID 720551;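 active = maximum activity change below -70%; inconclusive = maximum activity change between -70% and -50%; inactive = maximum activity change above -50%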
#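 U2OS cells were transduced with wild-type KCNH2 virus (2.03 x 10^8 / mL) for 4 h at room temperature, then cultured overnight at 37 C. Thallium flux was read with FluxOr dye. Rate constants were normalized to DMSO controls.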
# USP2a inh: blocks human ubiquitin-specific protease USP2a | O75604 | USP2 core, Ub-CHOP2 coupled fluorogenic reporter, 485/531 | Potency, µM (titrated, usually from 38.3 µM), for the others: top-dose activity change, negative = inhibition, actives largely listed as inhibitors | hit rate 0.01% among 330,000 | AID 463254;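 note: potency is the fitted concentration of half-maximal effect; plate controls were DMSO wells for no effect and full inhibition by NEM control for full effect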
#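 Cell-free coupled assay: 10nM USP2 core preincubated 30min RT with compound in Tris-HCl pH 8.0/CaCl2/CHAPS buffer, then 25nM Ub-CHOP2 and 25nM reporter substrate; fluorescence (Ex 485/Em 531) read after 60min RT, normalized to NEM inhibition, concentration-response curves fitted.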
# PKM2 act: activators of human pyruvate kinase M2 | AID 1631 | Potency, µM (highest dose often 57.5 µM), without a hit: at the top dose activation, actives largely listed as activators | hit rate 0.34% among 260,000 | purified PKM2, Kinase-Glo ATP luminescence, activation; response scale: 0% is enzyme alone, no compound; note: potency is the fitted concentration of half-maximal effect; nearly all actives have a fitted effect of over 55% in size
#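 Kinase-Glo luminescence reports ATP generated from ADP (0.1 mM) and PEP (0.5 mM) by purified hPK-M2 after 1 h at room temperature, pH 7.2 imidazole buffer; intermediate enzyme activity allows detecting inhibitors and activators.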
# Eya2 inh: inhibitors of human Eya2 phosphatase activity | O00167 | hit rate 0.006% among 330,000 | Potency, µM (titrated, usually from 76.9 µM), for inactives: at the highest dose activity, negative = inhibition, most hits filed as inhibitors | recombinant Eya2, OMFP fluorescence dephosphorylation (OMFP is methylfluorescein phosphate); note: potency is the fitted concentration of half-maximal effect
#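 Eya2 (0.2 uM) preincubated 10 min at ambient with compound, then OMFP substrate added at 50 uM; 10 min reaction in 50 mM HEPES pH 7.5, 50 mM NaCl, 5 uM MgCl2, 0.05% BSA, 1 mM DTT. Fluorescence read at Ex 485/Em 525 nm.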
# B2AR arrestin: agonists driving beta-arrestin recruitment to human beta2-adrenergic receptor. AID 492947. Potency, µM (highest dose often 46.1 µM), for inactives: top-dose activation, most hits filed as activators. beta-arrestin recruitment to beta2AR, cell-based reporter. hit rate 0.02% among 330,000;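 note: potency is the fitted concentration of half-maximal effect; 0% = DMSO controls and full agonism = EC100 isoproterenol or metaproterenol; nearly all actives have a fitted effect of over 65% in size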
# Target sequence (P07550 whole entry, looked up): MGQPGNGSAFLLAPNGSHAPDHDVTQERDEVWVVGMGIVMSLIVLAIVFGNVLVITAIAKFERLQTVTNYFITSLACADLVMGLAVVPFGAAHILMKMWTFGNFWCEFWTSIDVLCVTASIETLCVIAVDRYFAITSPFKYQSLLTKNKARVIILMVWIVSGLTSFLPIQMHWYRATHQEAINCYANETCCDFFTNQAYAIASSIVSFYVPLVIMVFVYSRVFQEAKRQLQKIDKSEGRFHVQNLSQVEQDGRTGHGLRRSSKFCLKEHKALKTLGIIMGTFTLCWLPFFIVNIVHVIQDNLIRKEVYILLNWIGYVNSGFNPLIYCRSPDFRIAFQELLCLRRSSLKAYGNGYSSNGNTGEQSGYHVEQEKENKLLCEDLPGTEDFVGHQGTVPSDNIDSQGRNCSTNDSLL
# GALK inh: blocks human galactokinase activity | hit rate 0.007% among 270,000 | Potency, µM (series often up to 57.5 µM), inactives show at the highest dose activity change, negative = inhibition, hits mostly inhibitors | Purified GALK, Kinase-Glo residual ATP luminescence; note: potency is the fitted concentration of half-maximal effect
# Target sequence (P51570 whole entry, looked up): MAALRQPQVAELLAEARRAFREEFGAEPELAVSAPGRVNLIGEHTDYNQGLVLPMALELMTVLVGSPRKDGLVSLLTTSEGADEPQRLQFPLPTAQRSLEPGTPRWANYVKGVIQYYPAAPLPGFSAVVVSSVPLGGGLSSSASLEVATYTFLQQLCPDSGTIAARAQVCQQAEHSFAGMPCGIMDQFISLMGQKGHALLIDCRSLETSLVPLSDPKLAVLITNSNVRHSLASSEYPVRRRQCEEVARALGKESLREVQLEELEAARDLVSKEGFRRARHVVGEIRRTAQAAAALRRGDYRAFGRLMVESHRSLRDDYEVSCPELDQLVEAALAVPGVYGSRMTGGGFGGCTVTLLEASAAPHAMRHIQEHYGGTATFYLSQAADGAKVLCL
#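 The enzyme phosphorylates galactose (100 uM) using ATP (35 uM); inhibition is detected as higher residual ATP, quantified by bioluminescence after 1 h reaction at room temperature, pH 8.0.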
# uPA surface inh: blocks generation of uPA at the cell surface; cell surface uPA generation assay, qHTS; Potency, µM (titrated, usually from 38.3 µM), for the others: at the highest dose activity change, negative = inhibition, most hits filed as inhibitors; hit rate 0.31% among 330,000; AID 540303; active = well fitted inhibition curve with a large enough effect; inconclusive = small, poorly fitted or top-dose-only effect; inactive = no such curve, though single readings can be large or run the other way; tested in mouse RAW 264.7 cells; note: potency is the fitted concentration of half-maximal effect; nearly all actives have a fitted effect of over 55% in size
# BCR signal inh: inhibitors of chronic active B-cell receptor signaling; ABC-DLBCL IkBa-CBG/CBR reporter, luminescence ratio, 4 h; hit rate 0.05% among 340,000; Potency, µM (doses to about 46.1 µM), for the others: at the top dose ratio change, negative = lower green/red ratio, actives largely listed as inhibitors; AID 493014; active = well fitted inhibition curve with a large enough effect in the signal ratio, with a control signal flat, not every such curve was filed as active; inconclusive = small, poorly fitted or top-dose-only effect, or effect the other way, or a change in a side signal; the % refers to the signal ratio;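 note: potency is the fitted concentration of half-maximal effect; plate controls were basal doxycycline-induced cells for no effect and cells given 10 µM MG132 for full effect; MG132 reads +100%, hits lower the ratio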
#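 Concentration-response series (up to 46 uM) were applied to TMD8 dual-reporter cells for 4 h at 37C with doxycycline. Green/red ratio, after filter-overlap correction, defined %Activity; red signal alone was normalised to basal cells and zero luminescence.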
# Giardia killer: kills Giardia lamblia; hit rate 0.15% among 340,000; Giardia lamblia trophozoite viability; activity change, % at 7.66 µM, hits read low; in the data active = activity change below about -80%; inconclusive = between about -30% and that limit;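 note: parasites exposed to compound for two days anaerobically before the ATP read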
#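 Viability, read as ATP luminescence: trophozoites at 100 cells/well, compound added, 48 hrs anaerobic at 37 deg C, then 15-30 min room-temperature development before reading.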
# KCNH2 3.1 block: inhibitors of human KCNH2 3.1 potassium channel isoform. U2OS KCNH2 3.1, thallium flux FluxOr; hits give low values. activity change, % (tested at about 1.8 µM). hit rate 0.95% among 340,000. AID 720553;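 active = maximum activity change below -70%; inconclusive = maximum activity change from -70% to -50%; inactive = maximum activity change above -50%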;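 note: thallium influx rate constant from kinetic fluorescence after stimulation buffer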
#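 Normalized rate constant (relative to positive and negative DMSO controls) derived from a 2 min kinetic fluorescence read after stimulation; U2OS cells expressing the 3.1 isoform via virus at 1.77 x 10^8 /mL.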
# Coupling enz: coupling enzyme interference in Giardia aldolase counter-screen; coupling enzyme system counterscreen, AmpLite Red fluorescence; AID 2472; activity change, negative = inhibition, % at 58.2 µM, hits read low; hit rate 0.67% among 290,000; in the data active = activity change below about -30%
#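 Activity here indicates interference with the coupling reaction, not aldolase inhibition. Compounds at 57.5 uM final met coupling enzymes for 10 min at RT; substrate and AmpLite Red detection followed, with a 525/598 nm fluorescence read after 20 min.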
# * marks the source's active call; other numbers are inactive results; ? = inconclusive; . = not tested or not shown; & = joins results of further samples; [ ] = another dose, or the depositor's remark. Unless noted, calls come from the whole dose curve; as a rule, active = well fitted curve in the direction sought with a large enough effect; inconclusive = small, poorly fitted or top-dose-only effect, or another doubt; inactive = no such curve, though single readings can be large; an effect the other way counts as inactive or inconclusive. Unless noted, % is set by controls: 0 for no effect and ±100 for the full control effect.
SMILES,KCNH2 WT inh,USP2a inh,PKM2 act,Eya2 inh,B2AR arrestin,GALK inh,uPA surface inh,BCR signal inh,Giardia killer,KCNH2 3.1 block,Coupling enz
CCOC(=O)CNC(=O)N1CCCC(C(=O)c2ccc3c(c2)OCO3)C1 (stereo unspecified),.,3%,-3%,-3%,-0.1%,5%,11%,0%,?,7,2
O=C1CN(S(=O)(=O)c2ccc(Cl)cc2)c2ccccc2N1,-1,0%,1%,-2%,-3.0%,-1%,0%,1%,3,-6,-1
CCNc1ccc(S(=O)(=O)N(C)C)cc1NCC(=O)Nc1ccc(Br)cc1F,13,1%,-1%,-6%,3.6%,-3%,?,?,-13,-2,-2
Cc1ccc(S(=O)(=O)N(C)CC(=O)NC2CC(C)(C)NC(C)(C)C2)cc1,31,-1%,4%,6%,-0.3%,-4%,-1%,2%,2,2,1
Nc1nonc1-n1nnc(C(=O)N/N=C/c2ccc(OCc3cccc(Cl)c3)cc2)c1CN1CCCCC1,8,4%,.,5%,0.0%,0%,2%,8%,2,4,-3
CCNc1nc(NCC)n2c(SCC(=O)Nc3ccc(C)cc3Br)nnc2n1,-2,1%,.,2%,-0.2%,.,-3%,2%,-10,-7,.
COc1ccc(OCC(=O)Nn2c(-c3ccc(C)cc3)nc3ccccc3c2=O)cc1,0,3%,-1%,4%,-0.6%,1%,3%,2%,-2,-2,9
O=C(O)c1ccc(-n2nc(C(F)(F)F)c3c2CCCC3)cc1,10&-5,-8%&-1%,4%&0%,-7%&-4%,-0.1%&0.1%,-5%&0%,-11%&-1%,?,-9&-6,13&-2,21&17
COc1ccc(-n2c(=S)[nH]c(=O)c3cccnc32)cc1,-6,-1%,-13%,-1%,-0.8%,5%,-4%,3%,7,-22,0
Cc1ccc2nc(SCC(=O)NCCc3ccccc3)nc(=O)n2c1,-2,-2%,.,1%,-0.3%,.,0%,7%,-2,3,.
CN1CC(C(=O)Nc2ccc(F)c(Cl)c2)CC1=O (stereo unspecified),-5,1%,0%[11.5 µM],0%,3.2%,7%,2%,0%,13,7,1
CSCCC(NC(=O)COc1ccccc1)C(=O)N(C)Cc1ccc(SC)cc1 (stereo unspecified),-22,-2%,.,-3%,-0.1%,.,-12%,-1%,?,9,.
CS(=O)(=O)Nc1ccc(C(=O)N2CC(=O)Nc3ccccc32)cc1,-16,1%,-4%,-1%,-0.6%,0%,-1%,-4%,8,5,-2
Cc1ccc(NC2=C(Cl)C(=O)OC2NC(=O)c2ccccc2)cc1 (stereo unspecified),-7,1%,5%,-1%,-0.9%,1%,-1%,-10%,7,6,3
C[C@@H]1C[C@@H]2O[C@H]2/C=C\C=C\C(=O)Cc2c(Cl)c(O)cc(O)c2C(=O)O1,-5,1%,0%,0%,-0.5%,-5%,-19%,?,-7,1,3
O=c1c(-c2ccccc2Cl)c[nH]n1-c1ccccc1,2,3%,.,-6%,0.2%,-2%,-3%,?,7,4,-7
Cc1csc(NC(=O)c2cc([N+](=O)[O-])cc([N+](=O)[O-])c2)n1,2,1%,0%,2%,-1.8%,.,-1%,10%,-21,16,-10
COC(=O)N/N=C(\C)c1cccs1,6,3%,5%,2%,-0.9%,-5%,4%,-1%,6,9,0
CCCn1c(SCC(N)=O)nc2c(c1=O)C1(CCCC1)Cc1ccccc1-2,-2,-9%,-4%,-11%,0.3%,1%,-1%,5%,10,21,2
Cn1cnc([N+](=O)[O-])c1Oc1ccc2ccccc2c1,1,-2%,11%,-2%,-0.9%,0%,-19%,?,-14,-27,-7
CC(C)c1nnc(SCC(=O)NC2CCCCC2)n1C,-2,1%,-3%,3%,-0.2%,5%,0%,1%,-7,-2,1
COc1ccc(S(=O)(=O)NCc2ccncc2)cc1NC(=O)c1ccccc1,1,3%,.,-31%,0.1%,.,4%,15%,-5,6,.
COc1cc(C(=O)OCCNC(=O)c2ccccc2)cc(OC)c1OC,-13,-1%,.,-5%,0.5%,-1%,-6%,?,-13,-11,-2
Cc1nc2c(Cl)cccc2c2c1CC(CBr)O2 (stereo unspecified),11,0%,.,-11%,0.3%,5%,4%,-17%,-8,13,1
c1coc(C2Nc3cccc4cccc(c34)N2)c1,.,?,1%,-13%,-0.2%,-2%,.,-42%,.,.,-17
# The list continues.
SMILES,KCNH2 WT inh,USP2a inh,PKM2 act,Eya2 inh,B2AR arrestin,GALK inh,uPA surface inh,BCR signal inh,Giardia killer,KCNH2 3.1 block,Coupling enz
O=C(CCSc1ccc(Cl)cc1)NCc1ccncc1,2,2%,5%,7%,0.1%,10%,1%,6%,-3,-5,-1
CCn1c(COc2cccc3cccnc23)nnc1SC(F)F,9,5%,-4%,-2%,-0.6%,4%,-1%,-3%,19,10,0
CC[C@]12c3[nH]c4cc(-c5ccco5)ccc4c3CCN1C(=O)[C@@H](CC(=O)NCCC1=CCCCC1)C[C@@H]2C(=O)N1CCN(C(=O)c2ccco2)CC1,-1,-17%,.,-3%,0.4%,.,-5%,?,4,28,.
Oc1ccccc1-c1cc(-c2ccccc2Cl)[nH]n1,-6,.,-4%,.,.,3%,4%,.,-18,6,0
CC(C)[C@H](NC(=O)[C@@H]1CSC2c3ccccc3C(=O)N21)C(=O)NCc1ccco1 (stereo partly specified),-2,2%,.,-16%,-0.2%,3%,-4%,-1%,-19,-13,0
NS(=O)(=O)c1ccc(NC(=O)N2c3ccccc3Sc3ccccc32)cc1,1,-2%,-2%,-11%,-0.3%,2%,-2%,-11%,-4,-20,9
COc1ccc(CN2CCCCC2C(=O)Nc2ccc(OC)c(OCC(C)C)c2)cc1OC (stereo unspecified),11,3%,-5%,-24%,-0.3%,-3%,3%,-3%,2,-12,-2
Cc1ccc(/C=N/NC(=O)c2ccco2)s1,7,-2%,-15%,-10%,-0.1%,-4%,-9%,?,-15,-10,-3
Cc1ccc(C(=O)N/C(=C/c2cccnc2)C(=O)N2CCCCCC2)cc1,-12,2%,8%,8%,0.2%,-4%,10%,-1%,4,-8,.
CCC(=O)Nc1nc(C)c(Oc2ccccc2)c(=O)[nH]1,4,0%,12%,11%,0.4%,3%,-1%,1%,6,10,3
COc1ccc2c(c1)CC1c3c(cc4c(c3-2)OCO4)CC[N+]1(C)[O-] (stereo unspecified),2,5%,8%,-3%,0.0%,1%,-12%,5%,7,0,-2
O=C(NCCn1cc(SCc2ccc(F)cc2)c2ccccc21)c1c(F)cccc1F,-3,-5%,-1%,-7%,-0.4%,.,10µM*,?,-22,2,-39*
O=C(/C=C/c1cccs1)Nc1nc(-c2ccccc2)cs1,-8,-1%,0%,-10%,-0.2%,1%,.,?,-20,-7,-4
COc1cccc(C2C3=C(CCCC3=O)NC3=C2C(=O)c2ccccc23)c1 (stereo unspecified),.,-1%,5%,8%,0.2%,-2%,.,3%,.,.,0
FC(F)(F)c1cccc(-c2ccc(-c3csnn3)o2)c1,12,-1%,6%,-16%,0.2%,9%,5%,?,1,-7,-4
O=C(Cc1cccc([N+](=O)[O-])c1)Nc1ccc(C(=O)N2CCOCC2)cc1,-19,4%,.,3%,0.2%,.,0%,-1%,-7,13,.
O=C(NC(=S)Nc1ccccc1N1CCOCC1)c1ccc(Br)cc1,6,0%,-1%,-20%,-0.8%,-3%,-4%,1%,-3,9,-1
CCCc1nnc(NC(=O)CCC(=O)N2CCN(C3c4ccccc4-c4ccccc43)CC2)s1,2,-4%,1%,0%,-0.1%,-5%,0%,-12%,9,-1,2
O=C(CSc1ncnc2c1oc1ccccc12)Nc1nc2ccccc2s1,-2,3%,-3%,8%,-0.4%,-4%,16%,5%,-5,-36,-2
O=c1[nH]c(CSc2ccccn2)nc2c1cnn2-c1ccccc1,-2,5%,-1%,4%,?,2%,-1%,5%,-8,-26,5
CCC(=O)N1CCc2cc(Br)cc(S(=O)(=O)N3CCCCCC3)c21,3,-1%,0%,11%,-1.1%,-4%,-2%,-2%,-4,-5,1
CCC(C)NC(=O)C1CCN(S(=O)(=O)CC)CC1 (stereo unspecified),-13,-1%,10%,4%,-0.2%,0%,1%,-5%,0,-7,5
CN(C)CCN[C@H]1CCC2C3CC=C4C[C@@H](O)CC[C@]4(C)C3CC[C@@]21C (stereo partly specified),8,0%,.,?,0.4%,.,-5%,-9%,-16,-11,.
O=C(NCCCCNC(=O)c1ccc(F)cc1)c1ccc(F)cc1,-1,0%,1%,?,0.0%,1%,5%,1%,0,5,2
O=C1C=C(c2ccc(Oc3ccccc3)cc2)C[C@@H](c2ccc(F)cc2)C1,.,-1%,.,7%,0.0%,.,7%,?,-10,.,.
CCOc1ncccc1C(=O)OCC(=O)NCCCc1ccccc1,5,0%,.,-30%,-1.8%,.,-1%,3%,-1,9,.

# Compounds as they come, and some 2.4% of all compounds hit somewhere here.
